From PubChem
PHOSPHO1 block – PubChem AID 1565; inhibition, % at 13.3 µM; recombinant PHOSPHO1, absorbance phosphatase assay; Phosphoethanolamine/phosphocholine phosphatase (Homo sapiens), Q8TCT1; 1.1% of 290,000 active; in the data active = inhibition above about 60%
Target sequence (Q8TCT1 whole entry, looked up): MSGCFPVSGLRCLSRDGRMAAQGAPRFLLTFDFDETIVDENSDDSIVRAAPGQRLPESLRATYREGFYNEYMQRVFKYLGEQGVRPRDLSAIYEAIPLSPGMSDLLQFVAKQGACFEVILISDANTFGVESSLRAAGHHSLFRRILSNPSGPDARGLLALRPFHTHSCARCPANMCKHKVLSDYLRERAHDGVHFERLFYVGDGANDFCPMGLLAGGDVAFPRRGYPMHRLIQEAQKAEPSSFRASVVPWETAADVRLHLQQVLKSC
VIM-2 inhibitor – VIM-2 metallo-beta-lactamase inhibitors, primary screen, biochemical, epi-absorbance readout, Pseudomonas aeruginosa enzyme | 0.89% of 290,000 active | AID 1527, 2009 | inhibition, % at 5.6 µM | purified VIM-2, nitrocefin hydrolysis, epi-absorbance fluorescence;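 active = inhibition above the mean of all tested compounds plus 3 SD, cutoff set per screening run, cut at about 7.5% in these data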;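 note: red hydrolysis product quenches plate fluorescence so inhibitors raise well fluorescence; 0% = enzyme with DMSO and 100% = DMSO without enzyme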
GalR3 antagonist – GalR3 antagonists in HEK293 cells, primary screen, cell-based, fluorescence readout. HEK293 GalR3-CNG cAMP membrane potential fluorescence; galR3 body fused to GalR1 C-terminus. 0.44% of 360,000 active. AID 651719, 2012. inhibition, % at 3 µM;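 active = inhibition above the screen-wide average plus 3 SD, cut at about 13% in these data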;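 note: forskolin and galanin both at EC90 stimulate the cells; cAMP rise reported by CNG channel membrane potential dye signal; 0% = forskolin plus galanin with DMSO and 100% = forskolin alone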
OXTR agonist – human OXTR agonists, primary screen, fluorescence, CHO-OTR cells, Fluo-8 calcium; Oxytocin receptor (Homo sapiens), P30559; Fluo-8 calcium fluorescence; normalized: DMSO 0%, oxytocin 100%; activation, % at 3 µM; 0.32% of 320,000 active;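 active = activation above the mean of all tested compounds plus 3 SD, cutoff set per screening run, cut at about 20% in these data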;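 note: peak over basal fluorescence ratio from a 100 s FLIPR kinetic read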
Target sequence (P30559 whole entry, looked up): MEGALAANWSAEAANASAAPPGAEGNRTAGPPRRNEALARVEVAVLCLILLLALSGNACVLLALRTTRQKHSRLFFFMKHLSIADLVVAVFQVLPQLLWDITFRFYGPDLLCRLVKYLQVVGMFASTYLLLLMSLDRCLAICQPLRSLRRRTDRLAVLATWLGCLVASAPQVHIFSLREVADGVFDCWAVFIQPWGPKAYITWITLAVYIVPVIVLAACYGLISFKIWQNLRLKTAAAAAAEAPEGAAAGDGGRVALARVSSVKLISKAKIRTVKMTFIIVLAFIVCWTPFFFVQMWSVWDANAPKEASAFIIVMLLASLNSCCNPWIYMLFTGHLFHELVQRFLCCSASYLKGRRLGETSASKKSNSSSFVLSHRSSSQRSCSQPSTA
NS3 helicase inh – inhibitors of HCV NS3 helicase, primary screen, biochemical, Cy5 molecular beacon fluorescence. Hepatitis C virus NS3 helicase. NS3 helicase DNA unwinding. inhibition, % at 10.9 µM. 0.56% of 290,000 active. AID 1800, 2009;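 active = inhibition above the mean of all tested compounds plus 3 SD, set per campaign, cut at about 35% in these data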;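 note: 0% = DMSO wells and 100% = thioflavine S control wells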
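test system = hepatitis C virus NS3 helicase domain fragment enzyme | reagent = annealed dual-labelled DNA beacon duplex, ATP-started | times = 1 h at 25 °C | detection = Cy5 fluorescence, 0 and 60 min reads | read-out basis = percent inhibition from t60/t0 fluorescence ratio | control set = DMSO and thioflavine S | replication = one well per compound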
V1R ag counter – agonists of human V1a receptor, primary screen, counter-screen for OXTR agonist project, fluorescence, CHO-V1R cells | AID 2797, 2010 | 0.25% of 320,000 active | Vasopressin V1a receptor (Homo sapiens), P37288 | activation, % at 3 µM | Fluo-8 calcium fluorescence, agonist mode; 0% DMSO, 100% 3 nM vasopressin;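 active = activation above the mean activation of all tested compounds plus 3 SD, per screening run, cut at about 20% in these data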;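 note: signal is peak over basal fluorescence ratio across a 100 second FLIPR read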
Target sequence (P37288 whole entry, looked up): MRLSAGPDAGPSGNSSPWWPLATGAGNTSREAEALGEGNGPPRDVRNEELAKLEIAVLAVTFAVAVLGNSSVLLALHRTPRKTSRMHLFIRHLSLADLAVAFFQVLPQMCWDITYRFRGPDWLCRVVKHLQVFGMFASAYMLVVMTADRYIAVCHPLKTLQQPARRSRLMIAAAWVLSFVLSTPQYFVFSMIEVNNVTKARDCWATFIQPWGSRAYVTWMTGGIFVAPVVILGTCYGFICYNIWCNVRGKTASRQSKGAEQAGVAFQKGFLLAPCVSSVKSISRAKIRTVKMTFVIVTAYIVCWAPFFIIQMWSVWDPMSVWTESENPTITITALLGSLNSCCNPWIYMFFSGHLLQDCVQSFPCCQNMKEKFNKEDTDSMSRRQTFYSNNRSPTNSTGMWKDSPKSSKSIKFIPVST
GPR7 antagonist – GPR7 receptor antagonists, primary screen, cell-based, fluorescence, single concentration | Neuropeptides B/W receptor type 1 (Homo sapiens), P48145 | GPR7-expressing cells, fluorescence antagonist assay | inhibition, % at 4.4 µM | 1.1% of 290,000 active | AID 1861, 2009; in the data active = inhibition above about 16%, passing the limit was not always enough;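 note: cells stimulated with the agonist NPW; 0% = agonist with vehicle and 100% = vehicle without agonist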
DNA FID counter – compounds displacing fluorescent DNA intercalator, primary screen, artefact control for HCV NS3 helicase inhibitor project, biochemical, FID fluorescence; DNA fluorescent intercalator displacement; inhibition, % at 7.9 µM; 0.17% of 290,000 active; AID 1845, 2009; in the data active = inhibition above about 37%;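 note: 0% = vehicle and 100% = reference compound; higher means more ethidium bromide displaced from hairpin DNA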
IMP-1 inhibitor – IMP-1 metallo-beta-lactamase inhibitors, primary screen, biochemical, epi-absorbance readout, Pseudomonas aeruginosa enzyme; 0.45% of 290,000 active; inhibition, % at 5.6 µM; metallo-beta-lactamase IMP-1 (Pseudomonas aeruginosa); purified IMP-1, nitrocefin hydrolysis, epi-absorbance fluorescence;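 active = inhibition above the mean plus 3 SD of all compounds in the same screening run, cut at about 4.5% in these data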;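 note: 0% = IMP-1 with DMSO and 100% = DMSO wells lacking enzyme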
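system = purified recombinant IMP-1 beta-lactamase | amount = 0.2 nM IMP-1, as dispensed | medium = HEPES buffer pH 7.1 with ZnSO4 and Brij 35 | times = 25 °C, 15 min preincubation, 25 min reaction | detection = plate fluorescence quenching by hydrolysis product, ex 480/em 530 nm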
* hit, by the source's call; . = not tested or not shown; & = joins results of further samples; ! = not active in a repeat.

SMILES	PHOSPHO1 block	VIM-2 inhibitor	GalR3 antagonist	OXTR agonist	NS3 helicase inh	V1R ag counter	GPR7 antagonist	DNA FID counter	IMP-1 inhibitor
CC(=O)N1CCSc2ccc(S(=O)(=O)NCc3ccc(F)cc3)cc21	20.7	-2.1	-7.1	8.1	0.9	9.4	-14.1	-22.8	-4.5
Cc1cc(Cl)ccc1NC(=O)CCC(=O)N/N=C/c1cc([N+](=O)[O-])ccc1O	-3.7	-4.8	-2.4	0.1	6.2	-0.1	6.3	0.5	-2.7
COc1ccc(Br)cc1C(=O)Nc1ccccc1-c1ccccc1	4.3	-1.9	-1.5	1.0	4.2	0.5	-13.8	0.2	-5.6
CCOc1ccccc1C(=S)NC1CCCCC1	23.9	-0.9	-7.0	-3.0	-3.3	-1.5	-10.8	-9.5	-0.1
COc1ccc(OC)c(C2C(C(=O)Nc3nc4ccccc4s3)=C(C)NC3=C2C(=O)CCC3)c1 (stereo not given)	7.4	-2.5	-5.0	7.4	-4.2	2.7	-4.9	-6.9	-3.2
Cc1ccccc1NC(=O)c1ccc2c(O)c(S(=O)(=O)c3ccccc3)c(=O)[nH]c2c1	-5.0	1.2	-4.5	0.5	4.3	0.7	-15.5	-30.4	-2.6
COc1ccccc1C1=NOC(Cn2c(NCCOCCO)nc3c2c(=O)n(C)c(=O)n3C)C1 (stereo not given)	24.0	-0.2	-4.7	-0.4	-5.6	10.2	-13.7	-18.0	-2.5
NC(=O)C1CCN(C(=O)c2cccc3ccccc23)CC1	.	-2.8	-8.8	0.3	0.5	0.2	-7.2	-3.1	-3.6
O=C(Cn1cc(C(F)(F)F)ccc1=O)N1CCN(S(=O)(=O)c2ccc(Cl)cc2)CC1	-55.7	0.4	-3.4	2.1	1.6	3.2	-7.4	-11.0	-2.6
Cc1ccc(/C=N/NC(=O)c2sccc2OCc2ccc(F)cc2)cc1	10.7	-1.6	-3.5	-1.3	-13.4	0.0	0.4	-11.4	-3.0
COc1ccccc1-c1cc(N)n(S(=O)(=O)c2cccc3nsnc23)n1	37.0	-2.9	-5.5	-1.8	-2.4	0.1	-11.3	-0.8	-2.9
CC1CCc2sc(C(=O)N/N=C/C3CCCCC3)cc2C1 (stereo not given)	19.6	-1.4	6.1	-0.9	-5.4	0.6	-13.2	-5.9	-2.8
CC(=O)N/N=C(\C)c1ccc(Br)cc1Br	48.9	0.4	6.0	-1.0	-4.2	-0.9	-4.2	-1.4	-1.2
CCCCCCCCC(=O)NCCOc1ccccc1	6.1	-1.6	-2.5	-2.1	-6.3	-0.9	-2.9	-29.2	-2.2
CCOC(=O)C(=O)NC12CC3CC(CC(C3)C1)C2	1.4	-1.6	1.9	-1.2	5.7	0.7	-5.1	-0.7	-2.8
C=CCn1c(SCC(=O)N2CCc3ccccc3C2)nc2sc(C)c(C)c2c1=O	0.0	-1.7	-0.5	-3.0	0.8	0.2	-1.7	2.1	-0.1
Cc1cc(Br)ccc1N=C1NC(=O)CS1	-15.7	-2.6	-9.2	0.4	2.7	0.5	-12.3	-4.0	-5.0
O=C(Nc1ccc(Br)cc1)c1cccc(N2C(=O)CCC2=O)c1	23.3	-0.9	-0.8	-0.6	-9.1	2.1	3.9	-3.2	0.0
O=C(Nc1ccc(N2CCOCC2)c(C(=O)O)c1)c1ccco1	19.7	-1.7	.	.	1.0	.	-0.2	-1.7	-3.6
Cc1cc(=O)n(Cc2ccc(OC(C)C)cc2)c(=S)[nH]1	5.7	-0.8	2.8	0.1	7.8	0.7	-2.3	-1.4	-4.3
COC(=O)c1ccccc1NC(=O)c1cc2sccc2n1C	-46.9	-0.8	-2.9	-1.0	7.4	-0.3	-6.3	-1.4	-1.5
COc1ccc(C2C3=C(CC(C)(C)CC3=O)Nc3c2c(=O)n(C)c(=O)n3C)cc1OC (stereo not given)	-7.9	-2.7	4.0	0.7	14.6	0.8	-0.6	-16.7	-3.5
CN1/C(=C\C(=O)c2ccco2)c2ccccc2CC1(C)C	7.2	-0.8	-8.4	-1.5	-8.8	0.2	1.6	-5.8	-1.5
OCC1CCCN1C(=S)Nc1ccccc1 (stereo not given)	24.4	1.5	-7.1	0.1	2.2	0.4	16.1	2.1	3.7
O=C(Nc1ccccc1)N1CCC(n2c(=O)[nH]c3ccccc32)CC1	-6.8	-4.1	.	0.5	7.2	0.3	-3.9	-11.8	-2.8

Sorted by molar mass (largest number first): some entries from above.
SMILES	PHOSPHO1 block	VIM-2 inhibitor	GalR3 antagonist	OXTR agonist	NS3 helicase inh	V1R ag counter	GPR7 antagonist	DNA FID counter	IMP-1 inhibitor
Cc1ccccc1NC(=O)c1ccc2c(O)c(S(=O)(=O)c3ccccc3)c(=O)[nH]c2c1	-5.0	1.2	-4.5	0.5	4.3	0.7	-15.5	-30.4	-2.6
Cc1cc(Cl)ccc1NC(=O)CCC(=O)N/N=C/c1cc([N+](=O)[O-])ccc1O	-3.7	-4.8	-2.4	0.1	6.2	-0.1	6.3	0.5	-2.7
COc1ccccc1-c1cc(N)n(S(=O)(=O)c2cccc3nsnc23)n1	37.0	-2.9	-5.5	-1.8	-2.4	0.1	-11.3	-0.8	-2.9
CC(=O)N1CCSc2ccc(S(=O)(=O)NCc3ccc(F)cc3)cc21	20.7	-2.1	-7.1	8.1	0.9	9.4	-14.1	-22.8	-4.5
O=C(Nc1ccccc1)N1CCC(n2c(=O)[nH]c3ccccc32)CC1	-6.8	-4.1	.	0.5	7.2	0.3	-3.9	-11.8	-2.8
Cc1cc(Br)ccc1N=C1NC(=O)CS1	-15.7	-2.6	-9.2	0.4	2.7	0.5	-12.3	-4.0	-5.0
NC(=O)C1CCN(C(=O)c2cccc3ccccc23)CC1	.	-2.8	-8.8	0.3	0.5	0.2	-7.2	-3.1	-3.6
CCOc1ccccc1C(=S)NC1CCCCC1	23.9	-0.9	-7.0	-3.0	-3.3	-1.5	-10.8	-9.5	-0.1

(list continues)
SMILES	PHOSPHO1 block	VIM-2 inhibitor	GalR3 antagonist	OXTR agonist	NS3 helicase inh	V1R ag counter	GPR7 antagonist	DNA FID counter	IMP-1 inhibitor
CC(C)(C)C1=C(C#N)C(c2cccnc2)C(C#N)=C(N)O1 (stereo not given)	-5.1	-2.2	2.2	-0.7	3.2	0.0	7.5	-2.8	-1.7
O=C(NCC(=O)N(Cc1cccs1)C(C(=O)NC1CCCCC1)c1ccncc1)c1ccco1 (stereo not given)	19.6	-2.7	-2.7	-0.5	-5.2	0.5	-5.7	-19.1	-2.3
CCN(CC)CCCNC(=O)C1c2ccccc2Oc2ccccc21	0.6	-3.5	-3.1	1.3	-8.5	-0.6	-3.3	15.4	-2.8
CCCCOc1ccc(C(=O)N(Cc2ccccc2)C2CCS(=O)(=O)C2)cc1 (stereo not given)	-12.6	-2.0	0.4	-1.2	-5.5	0.0	-3.7	-48.1	-2.0
Fc1ccccc1Cc1noc(CN2CCN(c3ccc(Cl)cn3)CC2)n1	31.1	-0.1	-2.4	-1.7	-15.1	-1.3	21.3*	-23.4	-1.6
COc1ccc(Nc2nc(=O)c3cc([N+](=O)[O-])ccc3s2)cc1	10.0	-0.4	-5.8	.	6.0	.	-14.2	2.3	-1.5
Cc1oc(-c2cccc(Cl)c2)nc1CN1CCC(C(=O)N2CCN(c3ccccc3F)CC2)CC1	11.8	-4.9	.	9.9	-58.5	15.1	-14.4	2.1	-2.6
COc1ccc(C(=O)C(C)[n+]2ccc(-c3nnc4n3CCCCC4)cc2)cc1 (stereo not given)	-6.3	0.0	1.5	-0.5	-1.4	1.6	-5.7	3.6	-1.6
CCCCN(C)C(=O)c1ccc(S(=O)(=O)N2CCOCC2)cc1	2.5	-3.5	-5.4	0.4	0.3	0.5	2.4	-4.6	-5.9
O=[N+]([O-])c1ccc(Sc2cccc3cccnc23)c2cccnc12	19.5	-2.4	-4.1	-2.0	-20.3	-0.8	-8.0	-3.3	-3.1
O=C(COC(=O)Cc1ccsc1)NCc1ccc(Cl)cc1	-6.0	-2.7	2.0	-0.2	-5.0	0.2	-7.5	-1.8	-3.0
COC(C)(C)c1cc(C(C)(C)C)nc(N)n1	12.2	-4.6	-5.6	0.4	-9.9	0.9	-10.4	1.9	-2.9
Cc1[nH]c(=S)c(C#N)c(-c2ccccc2)c1C(=O)Nc1ccccc1	23.9	-3.4	-1.8	0.8	12.9	1.5	-16.1	-6.8	-1.9
CCOC(=O)N1CCN(C(=O)c2cc(COc3ccc4ncccc4c3)on2)CC1	36.3	0.2	-6.7	12.7	-1.6	8.6	-1.9	-31.7	-1.3
COc1ccccc1OCCNC(=O)c1ccc(S(=O)(=O)N(C)C)cc1	20.8	-2.8	-6.1	0.6	-1.8	2.2	-3.4	-14.4	-4.4
COc1ccccc1CC(=O)NCc1ccc2c(c1)OCO2	0.2	-0.1	-1.2	-1.1	11.9	-0.5	5.3	-11.7	-3.8
COc1ccc(-c2nc3c(Br)c(N)c(Br)cc3o2)cc1	6.4	1.1	.	-1.1	8.8	-1.3	-7.2	1.7	-1.7
COc1ccc(C2CC(c3cccs3)=NN2C(=O)CSc2nc3ccccc3o2)cc1 (stereo not given)	-9.7	0.7	-3.4	-0.7	4.5	3.2	-7.9	-5.5	-4.0
CCC1CCCCN1S(=O)(=O)c1ccc(S(=O)(=O)N(Cc2cccs2)C2CC2)cc1 (stereo not given)	-0.3	-2.8	-3.0	2.4	-8.0	2.2	8.2	-23.6	-4.7
Cc1ccccc1OCc1n(CC(=O)OC2CC(C)CCC2C(C)C)c2ccccc2[n+]1C (stereo not given)	20.4&6.7	-2.6&-5.0	-3.5	-0.4	-39.6&-28.8	0.2	42.1*	37.9*!	-1.1&-2.5
Cc1cc(=O)n2c3c(sc2n1)C(=O)N(Cc1ccccc1)C3=O	28.3	-2.8	.	-0.4	4.4	0.2	-0.3	-2.9	-2.0
O=C(CN1C(=O)C2CCc3[nH]c4ccccc4c3C2C1=O)N1CCCC1 (stereo not given)	16.3	2.1	8.5	.	10.5	.	0.1	-4.0	-0.8
O=C(Nn1cnnc1)c1cc(Cl)ccc1Cl	13.8	-2.5	-5.6	1.0	-1.1	1.2	-3.2	2.5	-6.0
Cc1ccc(NC(=O)Nc2c(C)n(C)n(-c3ccccc3)c2=O)cc1C	18.4	-3.0	-0.4	-0.8	5.4	0.1	1.1	-2.4	-3.5
O=C(O)C(Cc1c[nH]c2ccccc12)N1Cc2ccccc2C1=O (stereo not given)	5.5	0.9	-4.2	0.2	-6.5	0.5	-8.8	-6.0	0.0
